Assay outcomes as filed in PubChem.
HCV inhibitor – inhibitors of hepatitis C virus infection | Huh7.5.1 HCVcc-Cre infection, luciferase reporter, 44 h | Potency, µM (doses to about 41.8 µM), for the others: at the highest dose activity change, negative = inhibition, most hits filed as inhibitors | 340,000 tested, 3.4% active; also: potency is read from the fitted curve at half-maximal effect
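Infectious HCVcc-Cre (~0.5 moi) was added to cells just after compound, with cells seeded 4 h earlier at 1,000 per well. Luciferase activity after 44 h culture reported infection; substrate was incubated 15 min at room temperature before reading.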
AmpC inh detg – AmpC beta-lactamase inhibition with detergent present; P00811; AmpC hydrolysis of nitrocefin, absorbance 480 nm, 0.01% Triton; Potency, µM (titrated, usually from 114 µM), for the others: top-dose activity change, negative = inhibition, usual class: inhibitors; 370,000 tested, 0.041% active;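 also: potency is read from the fitted curve at half-maximal effect; 0% = no-compound wells and -100% = no-enzyme wells; nearly all actives have a fitted effect of over 25% in size; some results filed as inactive show a strong effect at the top dose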
Target sequence (P00811 whole entry, looked up): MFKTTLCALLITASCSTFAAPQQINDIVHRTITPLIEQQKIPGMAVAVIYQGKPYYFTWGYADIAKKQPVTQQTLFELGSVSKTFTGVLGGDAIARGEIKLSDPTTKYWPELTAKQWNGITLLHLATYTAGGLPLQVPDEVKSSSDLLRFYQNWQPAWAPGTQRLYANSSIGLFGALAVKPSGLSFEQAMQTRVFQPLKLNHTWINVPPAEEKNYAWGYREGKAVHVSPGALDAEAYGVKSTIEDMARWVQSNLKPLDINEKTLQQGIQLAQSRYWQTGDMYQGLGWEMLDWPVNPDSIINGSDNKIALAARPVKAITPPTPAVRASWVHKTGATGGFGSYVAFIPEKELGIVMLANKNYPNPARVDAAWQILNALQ
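20 mM phosphate pH 7.0 + 0.01% (detergent screen) or 0.0001% Triton X-100; 5.3 nM AmpC reagent; cpd preinc 15 min RT; nitrocefin (800 uM stock) to start; A480 q20 s × 4 min; Activity was normalised to no-enzyme and no-compound control wells.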
LmPK inhibitor – LmPK (Leishmania mexicana) enzyme inhibition; 290,000 tested, 0.37% active; Q27686; AID 1721; Potency, µM (series often up to 57.5 µM), without a hit: at the top dose activity change, negative = inhibition, actives largely listed as inhibitors; purified LmPK, Kinase-Glo ATP luminescence, 1 h; also: potency is read from the fitted curve at half-maximal effect
Target sequence (Q27686 whole entry, looked up): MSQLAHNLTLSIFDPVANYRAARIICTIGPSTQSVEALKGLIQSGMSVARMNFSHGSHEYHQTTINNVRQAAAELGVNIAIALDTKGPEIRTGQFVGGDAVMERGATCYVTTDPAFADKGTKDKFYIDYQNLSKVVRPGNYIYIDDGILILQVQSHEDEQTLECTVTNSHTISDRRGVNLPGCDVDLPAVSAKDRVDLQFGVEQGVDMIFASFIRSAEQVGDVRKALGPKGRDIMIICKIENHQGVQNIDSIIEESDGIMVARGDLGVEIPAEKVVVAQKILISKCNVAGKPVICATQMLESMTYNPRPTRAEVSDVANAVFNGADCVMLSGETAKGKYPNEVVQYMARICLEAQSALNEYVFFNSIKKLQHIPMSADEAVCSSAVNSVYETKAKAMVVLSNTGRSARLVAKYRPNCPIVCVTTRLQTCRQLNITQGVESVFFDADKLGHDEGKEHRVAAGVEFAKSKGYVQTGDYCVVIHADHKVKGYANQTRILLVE
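Pyruvate kinase activity monitored as ATP production (luciferase luminescence). Conditions: 0.1 nM enzyme, 0.5 mM PEP, 0.1 mM ADP, 1 h, RT; normalized against uninhibited and no-enzyme wells.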
AmpC inh no detg – blocks E. coli AmpC beta-lactamase in detergent-free assay; 330,000 tested, 0.52% active; AmpC nitrocefin hydrolysis, absorbance 480 nm, 0.0001% Triton; AID 485341; Potency, µM (highest dose often 57.1 µM), for the others: at the top dose activity change, negative = inhibition, actives largely listed as inhibitors;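 also: potency is read from the fitted curve at half-maximal effect; plate controls were no compound for no effect and no enzyme for full effect; nearly all actives have a fitted effect of over 20% in size; some results filed as inactive show a strong effect at the top dose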
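20 mM phosphate pH 7.0 + 0.01% (detergent screen) or 0.0001% Triton X-100; 5.3 nM AmpC reagent; cpd preinc 15 min RT; nitrocefin (800 uM stock) to start; A480 q20 s × 4 min; Activity was normalised to no-enzyme and no-compound control wells.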
HCMV antiviral – inhibitors of human cytomegalovirus. 410,000 tested, 4.5% active. activity change, negative = inhibition, % at 57.5 µM. AID 1259415. HFF cells, HCMV-luciferase reporter, 72 h; stronger effect = lower value; in the data active = activity change below about -60%; inconclusive = no clear call, values can overlap the other calls; inactive = above about -39%
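Inhibition of viral replication was scored as loss of reporter luminescence in HFFs infected with HCMV-luciferase (MOI 1 PFU/cell) for 72 h; compounds tested at 2 doses, normalized to buffer and Salinomycin controls.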
TbPYK inhibitor – blocks Trypanosoma brucei pyruvate kinase; TbPYK enzyme, Kinase-Glo Plus ATP luminescence, 45 min; Potency, µM (highest dose often 76.8 µM), inactives show at the highest dose activity, negative = inhibition, actives largely listed as inhibitors; 410,000 tested, 0.12% active; AID 624173; also: potency is read from the fitted curve at half-maximal effect; nearly all actives have a fitted effect of over 50% in size
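Assay buffer: 50 mM TEA pH 7.2, 100 mM KCl, 10 mM MgCl2, 0.05% BSA, 0.01% Tween-20. Pyruvate kinase from T. brucei plus substrate met compound, then ADP (130 uM final). Luminescence was read post 45 min RT.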
AMA1 RON2 block – inhibitors of Plasmodium falciparum AMA1-RON2 interaction. AlphaScreen AMA1-biotinylated RON2 peptide binding. Potency, µM (highest dose often 58.2 µM), without a hit: top-dose activity change, negative = inhibition, usual class: inhibitors. 360,000 tested, 0.2% active. AID 720542;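 also: potency is read from the fitted curve at half-maximal effect; 0% = vehicle wells and -100% = peptide control; nearly all actives have a fitted effect of over 45% in size; some results filed as inactive show a strong effect at the top dose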
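AMA1 (3D7) with his tag at 25 nM final met compounds first, then biotinylated RON2 peptide at 25 nM; detection used donor plus acceptor beads, 10 µg/mL apiece, read by AlphaScreen after 30 min at room temperature.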
* marks the source's active call; other numbers are inactive results; ? = inconclusive; . = no result given; [ ] = dose if it differs, or a comment. Unless noted, calls follow the shape of the dose curve; as a rule, active = well fitted curve in the direction sought with a large enough effect; inconclusive = small, poorly fitted or top-dose-only effect, or another doubt; inactive = no such curve, though single readings can be large; an effect the other way counts as inactive or inconclusive. Unless noted, % is scaled to controls: 0 for no effect and ±100 for the full control effect.

The line under a structure holds: HCMV antiviral, AmpC inh no detg, AmpC inh detg, TbPYK inhibitor, LmPK inhibitor, AMA1 RON2 block, HCV inhibitor
[1] CC(=O)N[C@H]1C(O)O[C@H](CO)[C@@H](O)[C@@H]1O (stereo partly drawn)
→ -19, -6%, ?, 4%, ., -7%, 12%
[2] CCN(CC)S(=O)(=O)c1ccc2c(c1)c(=O)c(C(=O)N1CCN(c3cccc(Cl)c3)CC1)cn2C
→ 12, ., -2%, 4%, ., ., .
[3] O=C(c1cc(N2C(=O)C3C4CCC(C4)C3C2=O)ccc1Cl)N1CCN(c2ccc(F)cc2)CC1 (stereo not drawn)
→ 21, 82%[activator], ?, -3%, 0%, 6%, ?
[4] CC(NC(=O)c1cc(COc2cccc(C(F)(F)F)c2)on1)c1nccs1 (stereo not drawn)
→ 24, 35%, -5%, 4%, -13%, 13%, -10%
[5] Clc1ccccc1OCc1nc(-c2ccncc2)no1
→ 74, -1%, -9%, ?, 3%, 26%, ?
[6] COc1cccc(NC(=O)Cc2c(O)c3ccccc3[nH]c2=O)c1
→ -10, -26%, -10%, -6%, 6%, 3%, 8%
[7] CC(=O)CSc1nnc(-c2ccc(S(=O)(=O)N3CCCC3)cc2)n1C
→ -9, -16%, ?, 0%, -4%, -3%, 25%
[8] CCOc1ccc(-c2cc(C(=O)N3CCN(c4cccc(C(F)(F)F)c4)CC3)c3ccccc3n2)cc1
→ 13, ., 4%, 7%, ., ., .
[9] NC(=S)NNc1ccnc2cc(Cl)ccc12
→ -13, -11%, -3%, -3%, 8%, -4%, -30%
[10] Cc1cccc(N2CCN(Cc3ccc(Br)o3)CC2)c1C
→ -18, -7%, -15%, 16%, -2%, -22%, ?
[11] CN(CC(=O)Nc1ccc(Cl)cc1)C(=O)c1cc(-c2cccs2)nn1-c1ccccc1
→ -24, -20%, -8%, 2%, ., 24%, ?
[12] Cc1cc(C)n(CCCN2CCC(C(=O)Nc3cccc(-c4cccc(F)c4)c3)CC2)n1
→ -100*, 158%[activator], -2%, 2%, -5%, 1%, ?
[13] Cc1ccc(-c2ccc(C3=CC(=O)CC(C)(C)C3=O)cc2)cc1
→ 36, ., ., -10%, ., -5%, .
[14] O=C(Cn1c(=S)nc2ccccn21)N1CCc2ccccc2C1
→ 129, -5%, -12%, 5%, -1%, 1%, 3%
[15] CCOC(=O)Cc1nc2nc(C)cc(C)n2n1
→ 20, -15%, -4%, -4%, 0%, -12%, 15%
[16] C=C(C)Cn1c2ccc(NC(=O)NCC)cc2c(=O)n1C
→ 16, ., ., -3%, ., 14%, .
[17] CN(C(=O)CSc1nc(N)c2c3c(sc2n1)CSC(C)(C)C3)c1ccccc1
→ -16, 37%, -8%, -16%, 0%, 8%, ?
[18] COc1ccc(-n2c(C)nnc2SCC(=O)Nc2ccccc2F)cc1
→ 4, -4%, -6%, -13%, -8%, 2%, 11%
[19] COCCCn1c(SCC(=O)NCc2ccccc2)nc2c(sc3ccccc32)c1=O
→ 7, ., 0%, 5%, ., ., .
[20] Cc1ccc(C)c(Cn2c(O)c(N=NC(=S)Nc3ccccc3F)c3ccccc32)c1
→ 4, -24%, 2%, -17%, -1%, 49%[activator], 3.2µM*
[21] COc1ccc(N=C2NC(=O)C(CC(=O)NCCc3ccc(OC)c(OC)c3)S2)cc1 (stereo not drawn)
→ -21, 5%, -17%, -7%, -2%, -2%, -17%
[22] COc1cc(-c2cc(C(=O)Nc3ccccc3N3CCOCC3)c3ccccc3n2)cc(OC)c1OC
→ 91, -6%, 2%, -16%, -3%, -8%, ?
[23] COC(=O)c1ccccc1NC(=O)NC1CC1
→ 15, 2%, 2%, -7%, 0%, 4%, 14%
[24] CN(C)C=NC(=O)c1cccn1-c1ncc(C(F)(F)F)cc1Cl
→ ?, -11%, ?, 4%, 2%, 0%, 0%
[25] CC(C)C[C@H](NC(=O)OC(C)(C)C)C(=O)N1CCC(C(=O)O)CC1
→ -19, -15%, 0%, -2%, -6%, 0%, 7%
[26] C/C(=N\Nc1ccc([N+](=O)[O-])cc1[N+](=O)[O-])c1cccnc1
→ -6, -12%, -6%, -2%, -5%, -16%, -7%
[27] CC(C)c1cc(C(=O)N/N=C/c2ccoc2)c(O)c(C(C)C)c1
→ 44, -45%, -14%, -13%, -6%, 144%[activator], ?
[28] O=C(CCCc1ccccc1)N1CCN(c2ccc([N+](=O)[O-])cc2)CC1
→ -10, -2%, 1%, -15%, -1%, -5%, ?
[29] COc1cccc2cc(C(=O)NCCc3ccccc3)oc12
→ 90, 123%[activator], 5%, -20%, -7%, 10%, 4%
[30] CC1CCCCN1C(=O)c1cc2nc(-c3ccccc3)cc(-c3ccccc3)n2n1 (stereo not drawn)
→ -21, 56%, -7%, -11%, 7%, 55%[activator], 11µM*

Exported with one line to a screen: entries from further up
9) NC(=S)NNc1ccnc2cc(Cl)ccc12
10) Cc1cccc(N2CCN(Cc3ccc(Br)o3)CC2)c1C
11) CN(CC(=O)Nc1ccc(Cl)cc1)C(=O)c1cc(-c2cccs2)nn1-c1ccccc1
12) Cc1cc(C)n(CCCN2CCC(C(=O)Nc3cccc(-c4cccc(F)c4)c3)CC2)n1
13) Cc1ccc(-c2ccc(C3=CC(=O)CC(C)(C)C3=O)cc2)cc1
14) O=C(Cn1c(=S)nc2ccccn21)N1CCc2ccccc2C1
15) CCOC(=O)Cc1nc2nc(C)cc(C)n2n1
16) C=C(C)Cn1c2ccc(NC(=O)NCC)cc2c(=O)n1C

compound no. | 9 | 10 | 11 | 12 | 13 | 14 | 15 | 16
HCMV antiviral | -13 | -18 | -24 | -100* | 36 | 129 | 20 | 16
AmpC inh no detg | -11% | -7% | -20% | 158%[activator] | . | -5% | -15% | .
AmpC inh detg | -3% | -15% | -8% | -2% | . | -12% | -4% | .
TbPYK inhibitor | -3% | 16% | 2% | 2% | -10% | 5% | -4% | -3%
LmPK inhibitor | 8% | -2% | . | -5% | . | -1% | 0% | .
AMA1 RON2 block | -4% | -22% | 24% | 1% | -5% | 1% | -12% | 14%
HCV inhibitor | -30% | ? | ? | ? | . | 3% | 15% | .

17) CN(C(=O)CSc1nc(N)c2c3c(sc2n1)CSC(C)(C)C3)c1ccccc1

compound no. | 17
HCMV antiviral | -16
AmpC inh no detg | 37%
AmpC inh detg | -8%
TbPYK inhibitor | -16%
LmPK inhibitor | 0%
AMA1 RON2 block | 8%
HCV inhibitor | ?

(more compounds)
The line under a structure holds: HCMV antiviral, AmpC inh no detg, AmpC inh detg, TbPYK inhibitor, LmPK inhibitor, AMA1 RON2 block, HCV inhibitor
[31] FC(F)(F)c1nc(-c2ccccc2)ncc1-c1nnnn1-c1ccccc1
→ -66*, -13%, 0%, 2%, 7%, 6%, ?
[32] O=c1[nH]c(CSc2ccccn2)nc2ccccc12
→ 66, -26%, -5%, -1%, -16%, -14%, 6%
[33] CCOC(=O)Cc1csc(NC(=O)C(C)(C)C)n1
→ 83, 0%, 3%, 4%, -4%, 3%, 16%
[34] Cc1ccc(/C=C2\SC(=S)N(CCCC(=O)Nc3ccccn3)C2=O)cc1
→ -104*, -12%, ?, -14%, 1%, -1%, ?
[35] Cc1cc(C)nc(SCc2nnc(SCC(=O)NCc3ccco3)n2-c2ccccc2)n1
→ -6, 5%, -8%, -10%, 1%, -10%, -1%
[36] O=C1CC(C(=O)Nc2ccc(Cl)cc2[N+](=O)[O-])C2(CCCCC2)O1 (stereo not drawn)
→ -6, -22%, -9%, -4%, 4%, -5%, -6%
[37] CCOC(=O)c1c(NC(=O)C2C3C=CC(C3)C2C(=O)O)sc2c1CCCC2 (stereo not drawn)
→ -16, -40%, 3%, -21%, -5%, 9%, 13%
[38] Cc1nc(N2CCC(C)CC2)c2c(C)c(C(=O)O)sc2n1
→ -25, -8%, -4%, -3%, -8%, -5%, 0%
[39] O=[N+]([O-])c1cccnc1Sc1ccc(F)cc1
→ ?, ., ., -4%, ., ?, 14%
[40] Cc1cccc(Nc2ncnc3onc(-c4ccc(F)cc4)c23)c1C
→ -7, -17%, ?, -5%, -2%, 1%, -16%
[41] COC(=O)c1ccc(-n2c(C)cc(/C=N/Nc3nc(C)cc(=O)[nH]3)c2C)cc1
→ 0, 7%, -4%, 8%, 3%, 89%[activator], ?
[42] CC(C)(C)C(=O)C(Cc1ccccc1Cl)n1cncn1 (stereo not drawn)
→ 29, 22%, -7%, 0%, 0%, 14%, 4%
[43] NC(=O)c1ccc(-n2nnnc2SCc2ccc(F)cc2)cc1
→ -21, -4%, 2%, 2%, -3%, -12%, ?
[44] COc1cc2c(cc1NC(=O)Nc1cccc(C)c1)oc1ccccc12
→ 3, -16%, 1%, 2%, 9%, -5%, ?
[45] COCC(=O)N(C)C[C@H]1N[C@@](Cc2ccccc2)(C(=O)OC)[C@H]2C(=O)N(C)C(=O)[C@@H]12
→ -10, -19%, ., -1%, ., -7%, 3%
[46] Cc1ccc(NC(=S)N2CCC(c3ccc(C)cc3)C2)cc1 (stereo not drawn)
→ 0, -38%, -3%, ?, 9%, 13%, ?
[47] CCn1c(=O)cc(OCC(=O)N2CCCCCC2)c2ccccc21
→ 161, 6%, ?, ., 0%, 12%, -12%
[48] CCOc1cccc(C2/C(=C(/O)c3ccc4c(c3)CC(C)O4)C(=O)C(=O)N2CCN2CCOCC2)c1 (stereo not drawn)
→ 22, 1%, -6%, 5%, 6%, 6%, 7%
[49] COC(=O)[C@@H]1CCCN1Cc1c(C(=O)N2CCOCC2)nc2c(C)cccn12
→ -13, 4%, 2%, 6%, 9%, 20%, 6%
[50] O=C(Nc1cccc(C(=O)N2CCCCC2)c1)C1CCC1
→ 9, ., ., 4%, ., -3%, 4%
[51] COC(=O)c1ccc(C)c(NC(=O)c2ccc(Cn3cc([N+](=O)[O-])cn3)o2)c1
→ 10, -21%, -3%, 1%, 5%, -10%, 0%
[52] COc1ccc(/C=C\C(=O)NCc2ccc3c(c2)cc(C)n3C)cc1OC
→ -17, 137%[activator], ?, -2%, 2%, ?, -5%[8.37 µM]
[53] O=C(Oc1ccc(-c2nnco2)cc1)C1CCN(C(=O)c2ccc(F)cc2)CC1
→ -5, -3%, -7%, 8%, -2%, -1%, .
[54] CCn1c(-c2ccc(C(C)(C)C)cc2)n[nH]c1=S
→ 14, -29%, -3%, ?, ?, 29%, ?
[55] Cc1nc(NC(=S)NC(=O)c2cccs2)sc1C(=O)N(C)C
→ 49, -19%, -1%, -10%, -6%, 72%[activator], 16%
